Screening results (PubChem)
M1 ag – agonists of human M1 muscarinic receptor; P11229; hit rate 0.33% among 360,000; activation, % at 3 µM; AID 588814; CHO-K1 hM1, Fluo-8 calcium fluorescence, agonist mode; 0% DMSO, 100% acetylcholine EC100;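 active = activation above the run's mean compound activation plus 3 SD, cut at about 16% in these data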;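 note: peak over basal fluorescence ratio within a 140 s kinetic read after compound addition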
V1aR counter – V1a receptor agonism, counter-screen for OXTR agonists; P37288; CHO-V1R cells, Fluo-8 calcium fluorescence, agonist mode; 0% DMSO, 100% 3 nM vasopressin; activation, % at 3 µM; hit rate 0.25% among 320,000; AID 2797;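 active = activation above the mean activation of all tested compounds plus 3 SD, per screening run, cut at about 20% in these data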;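 note: signal is peak over basal fluorescence ratio across a 100 second FLIPR read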
Target sequence (P37288 whole entry, looked up): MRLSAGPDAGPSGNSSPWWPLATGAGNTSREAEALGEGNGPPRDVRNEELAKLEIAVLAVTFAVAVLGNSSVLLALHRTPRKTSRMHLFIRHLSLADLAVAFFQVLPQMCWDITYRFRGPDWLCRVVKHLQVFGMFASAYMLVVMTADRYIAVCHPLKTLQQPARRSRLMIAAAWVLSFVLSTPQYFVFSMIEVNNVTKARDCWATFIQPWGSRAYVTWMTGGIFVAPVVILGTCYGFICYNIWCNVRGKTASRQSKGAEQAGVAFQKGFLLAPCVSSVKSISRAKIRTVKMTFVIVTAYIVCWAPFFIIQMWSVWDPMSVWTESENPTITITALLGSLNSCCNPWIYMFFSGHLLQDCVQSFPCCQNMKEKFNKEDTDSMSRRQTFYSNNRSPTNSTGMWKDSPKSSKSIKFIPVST
OXTR potentiate – potentiates the human oxytocin receptor response; P30559; CHO-OTR cells, Fluo-8 calcium fluorescence, potentiator mode; 0% = oxytocin EC15, 100% = EC100; activation, % at 3 µM; hit rate 0.061% among 320,000;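 active = activation above that plate's cutoff, the mean activation of tested compounds plus 3 SD, cut at about 6.6% in these data, passing the limit was not always enough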;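 note: 100% uses oxytocin at 75 nM as the full agonist control; some results filed as inactive read as strong as hits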
Target sequence (P30559 whole entry, looked up): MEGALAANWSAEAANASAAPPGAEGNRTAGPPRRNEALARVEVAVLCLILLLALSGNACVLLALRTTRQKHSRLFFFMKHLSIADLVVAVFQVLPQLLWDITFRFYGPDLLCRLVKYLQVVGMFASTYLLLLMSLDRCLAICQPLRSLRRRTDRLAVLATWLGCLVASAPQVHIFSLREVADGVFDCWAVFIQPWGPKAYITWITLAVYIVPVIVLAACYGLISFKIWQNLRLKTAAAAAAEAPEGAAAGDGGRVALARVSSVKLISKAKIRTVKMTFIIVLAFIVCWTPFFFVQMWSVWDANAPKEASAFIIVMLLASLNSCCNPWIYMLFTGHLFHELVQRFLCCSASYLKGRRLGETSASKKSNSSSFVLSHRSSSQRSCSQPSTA
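Dosing: Single dose, 3.0 µM nominal final compound concentration | Material: Human OTR in CHO cells | Technique: Kinetic Fluo-8 calcium fluorescence | Benchmarks: EC15 oxytocin alone as 0%, 75 nM oxytocin as 100% | Probe or stimulus: Oxytocin at about EC15, sub-maximal agonist stimulus | Incubation: Compound 6 min at room temperature before oxytocin, 100 s read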
TAAR1 ag – human TAAR1 agonism; CHO RD-HGA16 TAAR1, Fluo-8 calcium fluorescence; vehicle wells 0%, saturating PEA agonist 100%; hit rate 0.99% among 360,000; activation, % at 3 µM; AID 624467;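 active = activation above the mean activation of all test compounds in the run plus 3 SD, cut at about 38% in these data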
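Test system: RD-HGA16 (CHO) cells co-expressing Gα16 and hTAAR1 / Benchmarks: DMSO vehicle as 0%, PEA at EC100 as 100% / Repeats: no replicates (n 1) / Measure: % activation from peak over basal fluorescence ratio, DMSO-to-PEA scaled / Timing: 17-24 h plating, Fluo-8 75 min 37 °C, 30 min RT / Technique: kinetic Fluo-8 calcium fluorescence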
OXTR ag – activates the human oxytocin receptor; hit rate 0.32% among 320,000; activation, % at 3 µM; AID 2435; P30559; CHO-OTR cells, Fluo-8 calcium fluorescence; normalized: DMSO 0%, oxytocin 100%;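 active = activation above the mean of all tested compounds plus 3 SD, cutoff set per screening run, cut at about 20% in these data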;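 note: peak over basal fluorescence ratio from a 100 s FLIPR kinetic read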
TAAR1 antag – human TAAR1 antagonism; inhibition, % at 3 µM; Q96RJ0; CHO RD-HGA16 TAAR1, Fluo-8 calcium fluorescence, antagonist; hit rate 1.5% among 360,000;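 active = inhibition above a per-plate cutoff, the mean inhibition of test compounds on that plate plus 3 SD, cut at about 49% in these data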;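 note: 0% = DMSO plus EC80 beta-PEA response and 100% = DMSO alone without agonist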
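Material: RD-HGA16 CHO cells with stable hTAAR1 and Gα16; Dosing: single nominal final test compound concentration of 3 µM; Schedule: seeding 17-24 h prior, 75-min 37 °C, 30-min RT dye loading; Detection: kinetic Fluo-8 calcium fluorescence measurement; Measure: % inhibition from peak post-agonist over basal fluorescence ratio; Benchmarks: vehicle and agonist controls.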
CHRM1 antagonist – blocks human M1 muscarinic receptor | P11229 | CHO-K1 hM1, Fluo-8 calcium fluorescence, ACh EC80 antagonist | inhibition, % at 3 µM | hit rate 1.3% among 360,000 | AID 588852;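 active = percent inhibition above its own plate's cutoff, namely the mean of that plate's compound wells plus 3 SD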;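 note: peak over basal fluorescence ratio during 140 s after agonist addition; 0% = ACh EC80 plus DMSO and 100% = DMSO alone without agonist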
CHO parental Ca – counter-screen for OX1R antagonists: effect in parental CHO cells | parental CHO-K1, ATP-induced calcium, Fluo-8 fluorescence | inhibition, % at 5.6 µM | hit rate 0.63% among 330,000 | AID 463079;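 active = inhibition above that plate's mean sample inhibition plus 3 SD, cut at about 26% in these data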;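 note: 0% = ATP-challenged DMSO wells and 100% = DMSO wells without ATP; some compounds past the cut are filed as inactive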
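material = parental CHO cells | also added = ATP as calcium-mobilizing challenge | dosing = single point at 5.6 µM | detection = intracellular calcium via Fluo-8 no-wash fluorescent dye | read-out = % inhibition | benchmarks = low control ATP plus DMSO, high control DMSO only | repeats = one well per compound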
M1 PAM – human CHRM1 positive allosteric modulation | P11229 | CHO-K1 hM1, Fluo-8 calcium fluorescence, ACh EC20; 0% = ACh EC20, 100% = maximal ACh | activation, % at 3 µM | hit rate 0.088% among 360,000 | AID 588819; in the data active = activation above about 19%, passing the limit was not always enough
* = called active by the depositor; & = joins results of further samples.

CN(C)Cc1nc2c([nH]1)c(=O)n(C)c(=O)n2C was read as M1 ag -3, V1aR counter -0.3, OXTR potentiate -6, TAAR1 ag 2, OXTR ag -0.4, TAAR1 antag -5, CHRM1 antagonist -4, CHO parental Ca -11 and M1 PAM 6.
`Cc1ccc(C2=N/C(=C\c3cccs3)C(=O)N2Nc2ccccc2)cc1` gave M1 ag -4, V1aR counter 1.8, OXTR potentiate -11, TAAR1 ag 8, OXTR ag -0.5, TAAR1 antag 14, CHRM1 antagonist 6, CHO parental Ca -35 and M1 PAM -5.
Screening Cc1ccc(C(=O)Oc2cccc(NC(=O)c3ccccc3)c2)cc1C returned M1 ag -7, V1aR counter 3.0, OXTR potentiate -10, TAAR1 ag 3, OXTR ag 0.1, TAAR1 antag 25, CHRM1 antagonist -9, CHO parental Ca -17 and M1 PAM 6.
COc1ccc(N(C(=O)c2cccnc2)S(=O)(=O)c2ccc(Cl)cc2)cc1 was read as M1 ag -4, V1aR counter 0.4, OXTR potentiate -13, TAAR1 ag 0, OXTR ag -1.8, TAAR1 antag -11, CHRM1 antagonist -2, CHO parental Ca -4 and M1 PAM -3.
`O=C(N/N=C/c1c[nH]c2ccccc12)c1ccc(Cl)cc1` gave M1 ag -3, V1aR counter -0.7, OXTR potentiate 9, TAAR1 ag -2, OXTR ag 1.3, TAAR1 antag 11, CHRM1 antagonist -2, CHO parental Ca -15 and M1 PAM 8.
Screening COC(=O)c1c(C)oc(C)c1S(=O)(=O)NCc1ccc(OC)cc1 returned M1 ag 1, V1aR counter -0.4, OXTR potentiate -13, TAAR1 ag 13, OXTR ag -0.8, TAAR1 antag 4, CHRM1 antagonist -11, CHO parental Ca -7 and M1 PAM 16.
CN(C)c1ccc(N2C(=NC(=O)c3ccccc3)SC3CS(=O)(=O)CC32)cc1 (configuration not stated) was read as M1 ag 0, V1aR counter 0.4, OXTR potentiate -6, TAAR1 ag 0, OXTR ag 2.6, TAAR1 antag -8, CHRM1 antagonist 12, CHO parental Ca -10 and M1 PAM -8.
Screening COc1ccc(CCn2c(C3CCCCC3)nc3c(c(=O)c4ccccc4n3C)c2=O)cc1 returned M1 ag -4, V1aR counter 28*, OXTR potentiate -19, TAAR1 ag 111*, OXTR ag 9.7, TAAR1 antag 96*, CHRM1 antagonist 12, CHO parental Ca -16 and M1 PAM -7.
Screening COc1ccc(C(=O)Nc2cnc(NC(=O)c3cccs3)cc2C)cc1 returned M1 ag -2, V1aR counter 1.9, OXTR potentiate -12, TAAR1 ag -1, OXTR ag 1.9, TAAR1 antag 8, CHRM1 antagonist 1, CHO parental Ca -21 and M1 PAM 0.
For CN(C)C(=O)c1ccc(NC(=O)CSc2nnc(-c3cccs3)n2N)cc1 the results were M1 ag -5, V1aR counter -0.2, OXTR potentiate -9, TAAR1 ag 11, OXTR ag 0.2, TAAR1 antag 5, CHRM1 antagonist 2, CHO parental Ca 5 and M1 PAM 1.
Screening Nc1ccn(-c2ccccc2)c(=O)c1 returned M1 ag 1, V1aR counter 0.7, OXTR potentiate -14, TAAR1 ag 2, OXTR ag 0.7, TAAR1 antag 2, CHRM1 antagonist -19, CHO parental Ca 7 and M1 PAM 12.
Screening COc1cc(C(=O)Nc2nccs2)cc(OC)c1OC returned M1 ag -2, V1aR counter 2.2, OXTR potentiate -7, TAAR1 ag 10, OXTR ag 0.3, TAAR1 antag -11, CHRM1 antagonist -37, CHO parental Ca -3 and M1 PAM 5.
Cc1nn(CC(=O)OCC(=O)Nc2c(C(C)C)cccc2C(C)C)c(C)c1[N+](=O)[O-] was read as M1 ag 0, V1aR counter 1.1, OXTR potentiate -8, TAAR1 ag 5, OXTR ag 0.3, TAAR1 antag 13, CHRM1 antagonist -3, CHO parental Ca -14 and M1 PAM -1.
`CC1CCC2(CC1)NC(=O)N(CC(=O)NCCc1c[nH]c3ccccc13)C2=O` (configuration not stated) gave M1 ag -4, V1aR counter -0.2, OXTR potentiate 5, TAAR1 ag 2, OXTR ag 0.9, TAAR1 antag -6, CHRM1 antagonist -4, CHO parental Ca -9 and M1 PAM 6.
`COc1ccccc1/C=C1\Cc2ccccc2C1=O` gave M1 ag -4, TAAR1 ag 0, TAAR1 antag -11, CHRM1 antagonist -5 and M1 PAM 9.
Screening c1ccc(CCc2cccnc2)cc1 returned M1 ag -5, TAAR1 ag 0, TAAR1 antag -4, CHRM1 antagonist -11 and M1 PAM 4.
Screening C=C(C)C1CCC(C)=C1CC(C)(C)/C=N\n1cnnc1 (configuration not stated) returned M1 ag 0, V1aR counter 2.5, OXTR potentiate -3, TAAR1 ag 0, OXTR ag 2.0, TAAR1 antag -10, CHRM1 antagonist -23, CHO parental Ca -13 and M1 PAM 3.
`O=S1(=O)CCOCCCN1Cc1ccccc1Br` gave M1 ag -7, V1aR counter 0.5, OXTR potentiate -7, TAAR1 ag 2, OXTR ag -0.4, TAAR1 antag -5, CHRM1 antagonist -1, CHO parental Ca -7 and M1 PAM 2.
Cc1ccc(-c2ccc3c(c2)S(=O)(=O)c2ccccc2C3=O)cc1 was read as V1aR counter 1.0, OXTR potentiate -1, OXTR ag -0.5 and CHO parental Ca -2.
`CCCCCCS(=O)Cc1ccccc1` (configuration not stated) gave M1 ag -2, V1aR counter -0.1, OXTR potentiate -11, TAAR1 ag 3, OXTR ag -0.5, TAAR1 antag 2, CHRM1 antagonist -23, CHO parental Ca -8 and M1 PAM 5.
CC1CN(S(=O)(=O)c2ccccc2)CC(C)O1 (configuration not stated) was read as M1 ag -4, V1aR counter 0.3, OXTR potentiate -4, TAAR1 ag 3, OXTR ag -0.4, TAAR1 antag -5, CHRM1 antagonist -8, CHO parental Ca -13 and M1 PAM 4.
Screening O=C1CN(S(=O)(=O)c2ccc(F)cc2)CCN1 returned M1 ag 1, V1aR counter 0.7, OXTR potentiate -4, TAAR1 ag 6, OXTR ag 0.8, TAAR1 antag -21, CHRM1 antagonist -6, CHO parental Ca -5 and M1 PAM 11.
Screening COc1cccc(NC(=O)N2CCCC2C(=O)NC(C)C)c1 (configuration not stated) returned M1 ag -4, V1aR counter -0.8, OXTR potentiate -13, TAAR1 ag 12, OXTR ag -0.8, TAAR1 antag -4, CHRM1 antagonist -6, CHO parental Ca -5 and M1 PAM 11.
For O=C(NCCc1cccs1)C1CC(c2cccc(F)c2)=NO1 (configuration not stated) the results were M1 ag -2, V1aR counter 0.8, OXTR potentiate -5, TAAR1 ag 59*, OXTR ag 1.1, TAAR1 antag 85*, CHRM1 antagonist -9, CHO parental Ca 3 and M1 PAM 6.
`CCCN(CCC)S(=O)(=O)c1cc(CN2C(=O)c3cccnc3C2=O)ccc1OC` gave M1 ag -8, V1aR counter -0.7, OXTR potentiate -11, TAAR1 ag -2, OXTR ag -1.4, TAAR1 antag -24, CHRM1 antagonist -9, CHO parental Ca -15 and M1 PAM 6.
For OCc1csc(=Nc2ccccc2)n1-c1ccccc1 the results were M1 ag -3, V1aR counter 1.1, OXTR potentiate -3, TAAR1 ag 13, OXTR ag -0.6, TAAR1 antag 2, CHRM1 antagonist 0, CHO parental Ca -10 and M1 PAM 0.
`COC(=O)c1ccccc1NCC(=O)c1ccc(OC)cc1` gave M1 ag -5, V1aR counter -0.6, OXTR potentiate -5, TAAR1 ag -4, OXTR ag -1.2, TAAR1 antag 12, CHRM1 antagonist -2, CHO parental Ca -9 and M1 PAM 4.
Screening CC(C)C[C@H](NC(=O)C1CC(=O)N(c2ccc(F)cc2)C1)C(=O)N1CCCCC1 (some centres not stated) returned M1 ag -2, V1aR counter 0.9, OXTR potentiate -2, TAAR1 ag 1, OXTR ag -0.2, TAAR1 antag -40, CHRM1 antagonist -5, CHO parental Ca -14 and M1 PAM 3.
Screening COc1ccc(S(=O)(=O)N(C)C2(C)CCS(=O)(=O)C2)cc1OC (configuration not stated) returned M1 ag -3, V1aR counter 0.7, OXTR potentiate -4, TAAR1 ag 1, OXTR ag 0.6, TAAR1 antag -1, CHRM1 antagonist -4, CHO parental Ca -5 and M1 PAM 3.
For CCOC(=O)c1c(C)n(C)c2ccc(OC)c(NC(=O)CN3CCN(C4CCCCC4)CC3)c12 the results were M1 ag -6, V1aR counter -0.8, OXTR potentiate -1, TAAR1 ag 0, OXTR ag -0.9, TAAR1 antag -15, CHRM1 antagonist -4, CHO parental Ca -10 and M1 PAM 3.
Screening Cc1ccc(S(=O)(=O)Cn2nnnc2CN2CCN(C(=O)c3ccco3)CC2)cc1 returned M1 ag -5, V1aR counter -0.4, OXTR potentiate -2, TAAR1 ag 2, OXTR ag -0.3, TAAR1 antag 15, CHRM1 antagonist 12, CHO parental Ca -6 and M1 PAM -4.
For CCCCNc1c(-c2ccc(SC3CCCCC3)cc2)nc2cnccn12 the results were M1 ag -4, V1aR counter 1.2, OXTR potentiate -10, TAAR1 ag 19&-1, OXTR ag 0.5, TAAR1 antag -13&-16, CHRM1 antagonist -5, CHO parental Ca -24 and M1 PAM 9.
For Cc1ccc(OCC(=O)Nc2ccc3c(c2)OC(F)(F)O3)c([N+](=O)[O-])n1 the results were M1 ag -14, V1aR counter 1.7, OXTR potentiate -11, TAAR1 ag 6, OXTR ag 2.3, TAAR1 antag -12, CHRM1 antagonist 49*, CHO parental Ca 17 and M1 PAM -27.
CCNC(=O)COc1ccc2ccccc2c1 was read as M1 ag 0, V1aR counter 5.3, OXTR potentiate -15, TAAR1 ag 3, OXTR ag 5.7, TAAR1 antag 9, CHRM1 antagonist 11, CHO parental Ca -1 and M1 PAM -2.

Entries from the list above with a Cl atom, in the order listed:
COc1ccc(N(C(=O)c2cccnc2)S(=O)(=O)c2ccc(Cl)cc2)cc1 was read as M1 ag -4, V1aR counter 0.4, OXTR potentiate -13, TAAR1 ag 0, OXTR ag -1.8, TAAR1 antag -11, CHRM1 antagonist -2, CHO parental Ca -4 and M1 PAM -3.
`O=C(N/N=C/c1c[nH]c2ccccc12)c1ccc(Cl)cc1` gave M1 ag -3, V1aR counter -0.7, OXTR potentiate 9, TAAR1 ag -2, OXTR ag 1.3, TAAR1 antag 11, CHRM1 antagonist -2, CHO parental Ca -15 and M1 PAM 8.
